Bioassay records (PubChem)
HP1b chromo inh: HP1-beta chromodomain-methylated histone interaction inhibition | P83916 | AlphaScreen HP1-beta / biotin-H3K9me3 peptide binding | Potency, µM (titrated, usually from 114 µM), inactives show at the top dose activity change, negative = inhibition, hits mostly inhibitors | 0.56% of 390,000 active; further: nearly all actives have a fitted effect of over 70% in size; inactives centre near 23
Target sequence (P83916 whole entry, looked up): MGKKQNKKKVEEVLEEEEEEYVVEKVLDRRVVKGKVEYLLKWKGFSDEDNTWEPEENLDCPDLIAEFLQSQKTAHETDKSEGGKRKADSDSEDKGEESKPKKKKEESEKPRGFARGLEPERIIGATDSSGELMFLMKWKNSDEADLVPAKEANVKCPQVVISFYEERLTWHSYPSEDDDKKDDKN
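AlphaScreen: HP1-beta (50 nM) preformed 30 min with biotin-H3(1-18)K9me3 peptide (50 nM) in PBS pH 7.4, 0.01% Tween-20. Compound added for 30 min at RT, then streptavidin donor/nickel chelate acceptor beads (10 ug/mL) for 30 min.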
RGS4 inhibitor: blocks human RGS4-accelerated GTP hydrolysis; P49798; Transcreener GDP fluorescence polarization, RGS4-accelerated GTP hydrolysis; Potency, µM (highest dose often 114 µM), without a hit: at the highest dose activity change, negative = inhibition, actives largely listed as inhibitors; 0.039% of 390,000 active; further: on the % scale 0 is the no-effect control and ±100 the full control effect; nearly all actives have a fitted effect of over 75% in size; some results filed as inactive show a strong effect at the top dose
Target sequence (P49798 whole entry, looked up): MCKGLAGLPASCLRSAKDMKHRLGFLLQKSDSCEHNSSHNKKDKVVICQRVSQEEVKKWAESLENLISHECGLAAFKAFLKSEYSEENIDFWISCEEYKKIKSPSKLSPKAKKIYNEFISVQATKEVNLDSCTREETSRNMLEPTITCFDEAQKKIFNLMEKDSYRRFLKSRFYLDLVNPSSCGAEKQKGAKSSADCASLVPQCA
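MLSMR compounds (23 nl, pin-transferred) preincubated 10 min at room temperature with a 500nM (2x) first reagent, then RGS4 at 900nM (2x) plus Transcreener GDP mix added; fluorescence polarization (620/688 nm) read before and after 90 min at 30 °C.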
Tb PGK inh: inhibitors of T. brucei phosphoglycerate kinase; 0.043% of 380,000 active; PGK/GAPDH coupled, Kinase-Glo luminescence, 60 min; Potency, µM (titrated, usually from 57.5 µM), for inactives: at the highest dose activity change, negative = inhibition, actives largely listed as inhibitors; further: on the % scale 0 is the no-effect control and ±100 the full control effect; nearly all actives have a fitted effect of over 60% in size
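Recombinant glycosomal PGK reaction used 1,3-bisphosphoglycerate generated in-well by GAPDH (100nM final) in 100mM TEA pH 7.6, 5mM MgCl2, 0.01% Tween-20. After 60 minutes at room temperature, ATP was read by Kinase-Glo Plus luminescence end-point.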
ALOX12 inh: inhibitors of human 12S-lipoxygenase ALOX12; Potency, µM (doses to about 108 µM), inactives show at the highest dose activity change, negative = inhibition, usual class: inhibitors; AID 1671190; purified 12hLO, xylenol orange hydroperoxide absorbance; 1.1% of 580,000 active; P18054; further: on the % scale 0 is the no-effect control and ±100 the full control effect
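Purified human 12hLO (150 nM final) in 25 mM Hepes, 0.01% Triton X-100, pH 7.0 was preincubated 15 min at room temperature with compound. Then 40 uM arachidonic acid was added, 30 min. Hydroperoxide was read by Fe-XO absorbance ratio 573/405 nm.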
Pin1 inh: human Pin1 inhibition; Q13526; Pin1 FP peptide displacement, HiFluor488, 10 min; Potency, µM (doses to about 115 µM), for the others: top-dose activity, negative = inhibition, most hits filed as inhibitors; 0.009% of 390,000 active; AID 504891; active means well fitted inhibition curve with a large enough effect in the polarisation, with a control signal flat, not every such curve was filed as active; inconclusive means small, poorly fitted or top-dose-only effect, or effect the other way, or a change in a side signal; inactive means no such curve, though single readings can be large or run the other way; the % refers to the polarisation; further: on the % scale 0 is the no-effect control and ±100 the full control effect
Target sequence (Q13526 whole entry, looked up): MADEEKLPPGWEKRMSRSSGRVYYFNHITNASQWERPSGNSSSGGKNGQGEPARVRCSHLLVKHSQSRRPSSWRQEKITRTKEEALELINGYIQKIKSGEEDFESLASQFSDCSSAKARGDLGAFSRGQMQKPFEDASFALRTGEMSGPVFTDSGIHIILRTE
ERG Ets-DNA blk: ERG Ets/DNA interaction inhibition; P11308; fluorescence polarization, His-ERG Ets domain / labelled DNA; Potency, µM (highest dose often 76.9 µM), inactives show at the highest dose FP activity, negative = inhibition, usual class: inhibitors; 0.028% of 370,000 active; AID 624246; active means well fitted inhibition curve with a large enough effect in the polarisation, with a control signal flat; inconclusive means small, poorly fitted or top-dose-only effect, or effect the other way, or a change in a side signal; inactive means no such curve, though single readings can be large or run the other way; the % refers to the polarisation;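 further: polarization taken with two DNA probes labelled with fluorescein and Texas red; % of control where 0% means no effect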
Target sequence (P11308 whole entry, looked up, the tested form may be a part): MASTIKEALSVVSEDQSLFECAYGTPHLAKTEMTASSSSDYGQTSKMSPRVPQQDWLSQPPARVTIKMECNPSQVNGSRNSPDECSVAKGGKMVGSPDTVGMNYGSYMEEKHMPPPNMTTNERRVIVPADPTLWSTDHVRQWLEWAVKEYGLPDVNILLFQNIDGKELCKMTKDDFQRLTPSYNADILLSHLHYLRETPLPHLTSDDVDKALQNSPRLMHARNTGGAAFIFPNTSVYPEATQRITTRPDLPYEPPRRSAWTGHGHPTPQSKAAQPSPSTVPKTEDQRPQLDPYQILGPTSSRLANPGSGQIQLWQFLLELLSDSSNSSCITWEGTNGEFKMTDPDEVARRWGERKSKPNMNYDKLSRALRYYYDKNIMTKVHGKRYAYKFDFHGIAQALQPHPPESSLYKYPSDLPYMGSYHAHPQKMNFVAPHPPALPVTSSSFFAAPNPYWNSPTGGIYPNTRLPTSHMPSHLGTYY
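His-tagged ERG Ets domain (1 uM in the protein solution; 300mM KCl, 50mM Tris-HCl, 1mM EDTA, 1mM DTT, pH 7.5) received compound, then a probe mix of 5 nM fluorescein-DNA and 100nM Texas-615-DNA. Fluorescence polarization was read for both dyes.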
rTrxR1 inhibitor: blocks rat thioredoxin reductase 1. AID 588453. 1% of 390,000 active. Potency, µM (highest dose often 114 µM), for the others: at the highest dose activity change, negative = inhibition, hits mostly inhibitors. recombinant rTrxR1, NADPH fluorescence consumption, selenite substrate. O89049; further: on the % scale 0 is the no-effect control and ±100 the full control effect; nearly all actives have a fitted effect of over 65% in size
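Rat TrxR1 (90 nM in the dispensed reagent) was pre-reduced with 400 uM NADPH for 5 min at room temperature, then incubated with compound for 15 min. After 400 uM selenite was added, NADPH fluorescence (Ex 340/Em 450 nm) was followed for 8 min.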
JMJD2A Tudor: JMJD2A Tudor domain (human) inhibition. AlphaScreen JMJD2A-Tudor / H3K4me3 peptide binding. Potency, µM (top dose mostly 114 µM), without a hit: at the highest dose activity change, negative = inhibition, usual class: inhibitors. 4.4% of 390,000 active. AID 504339; further: on the % scale 0 is the no-effect control and ±100 the full control effect; nearly all actives have a fitted effect of over 50% in size
GLS inhibitor: blocks human kidney-isoform glutaminase activity; GLS enzymatic activity, qHTS titration; Potency, µM (titrated, usually from 45.5 µM), inactives show at the highest dose activity change, negative = inhibition, actives largely listed as inhibitors; 0.21% of 410,000 active; further: on the % scale 0 is the no-effect control and ±100 the full control effect
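Glutamate formation by hKGA was monitored fluorometrically using coupled glutamate oxidase, HRP and Amplex Red. Substrate was added as 1 mM L-glutamine solution; incubation was 30 min at RT after an initial read.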
The depositor's hits bear a star; i = inactive; u = inconclusive; x = no result given; [ ] = dose if it differs, or a comment. Unless noted, the call rests on the fitted dose curve; in most records, active means well fitted curve in the direction sought with a large enough effect; inconclusive means small, poorly fitted or top-dose-only effect, or another doubt; inactive means no such curve, though single readings can be large; an effect the other way counts as inactive or inconclusive. Potency means the concentration at half of the fitted maximal effect.

SMILES	HP1b chromo inh	RGS4 inhibitor	Tb PGK inh	ALOX12 inh	Pin1 inh	ERG Ets-DNA blk	rTrxR1 inhibitor	JMJD2A Tudor	GLS inhibitor
COc1ccccc1C1NC(=O)NC(C)=C1C(=O)Nc1cccc(C)c1C (centres undefined)	36%	-3%	-5%	-5%	1%	-9%	25%	-13%	-4%
COc1ccccc1NC(=O)Cn1ccn(-c2cc(C)cc(C)c2)c(=O)c1=O	63%[activator]	-10%	-3%	-19%	1%	2%	11%	18%	-2%
Cc1ccc2nc(Nc3ccc(C)c(Cl)c3)c3nncn3c2c1	75%[activator]	-26%	x	-9%	15%	-1%	24%	0%	-4%
O=C(c1ccc(F)cc1)C1CCN(C(=S)Nc2ccccc2Cl)CC1	77%[activator]	-19%	-22%	-12%	6%	-3%	-5%	-11%	11%
NS(=O)(=O)c1ccc(CCNC(=O)COC(=O)C2CCC2)cc1	53%[activator]	7%	-6%	1%	0%	5%	8%	-5%	0%
COc1ccc(N2C(=O)/C(=C/N(C)C)NC2=S)cc1	u	-24%	-8%	-12%	0%	-5%	-8%[57.1 µM]	18µM*	u
Cc1cc(NC(=O)C(C)Oc2ccc(Cl)cc2Cl)no1 (centres undefined)	49%[activator]	3%	-2%	-18%	-1%	6%	3%	1%	-17%
CCN(CC(=O)Nc1ccc([N+](=O)[O-])cc1OC)c1ccccc1	-12%	1%	6%	12%	4%	x	-1%	-33%	-5%
COCC(=O)N1CCC(Oc2ccc(C(=O)NCc3csc(C(C)C)n3)cc2)CC1	34%	36%	9%	5%	5%	-3%	7%	0%	-2%
Cc1ccc(Cn2c(SCc3cccnc3)nc3c2c(=O)n(C)c(=O)n3C)cc1	18%	-23%	-6%	-23%	11%	x	9%	-18%	4%
CC(C(=O)N1CCc2ccccc21)N1CCN(S(=O)(=O)c2cccs2)CC1 (centres undefined)	15%	-9%	0%	4%	6%	-3%	3%	-16%	16%
OC1CCN(c2c3c(nc4cc(-c5cccc(F)c5)nn24)CCCC3)CC1	15%	-8%	-6%	4%[57.4 µM]	6%	x	41%[activator]	-4%	23%
CN1CCN(CC(O)COCc2ccc3c(c2)OCO3)CC1 (centres undefined)	17%	8%	x	-14%[57.4 µM]	u	3%	9%	-34%	0%
COc1ccc(CCNC(=O)c2cc(-c3cc(C)c(C)cc3O)n[nH]2)cc1OC	23%	-5%	-6%	-22%	3%	-3%	10%	-23%	-6%
CC(C)(C)c1ccc(OCC(=O)NCc2ccco2)c(Br)c1	19%	-43%[56.9 µM]	-10%	-2%	-10%	-19%	11µM*	-20%[57.1 µM]	-2%
CCCn1nnc(NC(=O)COc2cc(C)ccc2C(C)C)n1	8%	14%	0%	3%	3%	-6%	11%[57.1 µM]	-6%	0%
CCCCCC1CCC(c2nnc(SCC(C)=O)o2)CC1 (centres undefined)	13%	15%	i	5%	0%	11%	14%[57.1 µM]	-5%	0%
COc1ccc(S(=O)(=O)Nc2ccccc2C(=O)NCc2cccnc2)cc1OC	21%	17%	4%	-17%	2%	-1%	6%	-7%	-8%
O=C(NCCc1ccc(Cl)cc1)c1cc2ccccn2n1	-17%	13%	-10%	-2%	-5%	4%	5%	-12%	6%
COC(=O)C(Cc1ccc(O)cc1)N1Cc2ccccc2C1=O (centres undefined)	23%	18%	7%	0%	2%	12%	8%	-7%	20%
Brc1ccccc1-c1nnc(-c2cccnc2)o1	48%[activator]	-5%	-4%	0%	2%	-3%	5%	-13%	-5%
COc1cc2c(cc1OC)C(c1cc3cc4c(cc3[nH]c1=O)OCO4)N(C(=O)C1CC1)CC2 (centres undefined)	18%	-11%	x	1%	8%	-1%	2%	-24%	1%
COc1cc2c(cc1OC)CN(C(=O)c1ccc(OC)c(S(=O)(=O)N3CCCC3)c1)CC2	16%	-32%	-6%	7%	2%	4%	7%	-10%	2%
Cc1ccc(C(=O)N/C(=C/C=C/c2ccccc2)C(=O)NCc2ccco2)cc1	0%	-22%	0%	u	27%	10%	u	-31%	9%
Cc1cc(Cl)ccc1Oc1nc(-c2ccccc2)ncc1S(C)(=O)=O	16%	16%	0%	406%[activator]	2%	-8%	3%[57.1 µM]	-6%	1%

Structures above that have an aryl thioether with sulfur outside any ring, in the order listed:
SMILES	HP1b chromo inh	RGS4 inhibitor	Tb PGK inh	ALOX12 inh	Pin1 inh	ERG Ets-DNA blk	rTrxR1 inhibitor	JMJD2A Tudor	GLS inhibitor
Cc1ccc(Cn2c(SCc3cccnc3)nc3c2c(=O)n(C)c(=O)n3C)cc1	18%	-23%	-6%	-23%	11%	x	9%	-18%	4%
CCCCCC1CCC(c2nnc(SCC(C)=O)o2)CC1 (centres undefined)	13%	15%	i	5%	0%	11%	14%[57.1 µM]	-5%	0%

Continuation.
SMILES	HP1b chromo inh	RGS4 inhibitor	Tb PGK inh	ALOX12 inh	Pin1 inh	ERG Ets-DNA blk	rTrxR1 inhibitor	JMJD2A Tudor	GLS inhibitor
COc1cc2nc(NCC(C)c3ccccc3)n3nc(-c4ccccc4)nc3c2cc1OC (centres undefined)	14%	-1%	-2%	-20%	-1%	7%	67%[activator]	-27%	-10%
CCOC(=O)c1cnc(SCC(=O)N2CCc3ccccc32)nc1N	21%	-25%	x	-23%	-4%	x	9%[57.1 µM]	-15%	u
CC(=O)Nc1cc(C(=O)NCc2ccc(F)cc2)ccc1Sc1ccc(F)cc1	29%	13%	-3%	u	0%	1%	18%[57.1 µM]	-12%	0%
COc1ccc(/C=C2\SC(=S)N(CC(=O)OCC(=O)Nc3ccc([N+](=O)[O-])cc3OC)C2=O)cc1	13%	-25%	1%	u	6%	2%	23%[57.1 µM]	-14%	13%
Cc1ccc(C(=O)O)cc1S(=O)(=O)N1CCOCC1	37%	15%	-4%	u	-9%	-3%	19%	2%	-1%
C=CCO/N=C(\C)c1c(O)c(C)c(-c2ccccc2)n(-c2ccccc2)c1=O	26%	5%	7%	-46%	2%	0%	-5%	-11%	21%
Cc1cccc(-c2nn(-c3ccccc3)cc2C(=O)Nc2cccc(S(=O)(=O)NC3=NCCC3)c2)c1	-6%	-17%	i	3%	10%	-13%	13%	-34%	3%
Cc1cc(Cl)cc(Cl)c1OCCN1CCCC1	u	5%	7%	u	8%	1%	5%	50µM*	13%
Cc1ccc(/C=C/C(=O)Nc2ccc(S(=O)(=O)Nc3ncccn3)cc2)cc1	34%	9%	-1%	1%	8%	-10%	-21%[57.1 µM]	u	5%
Cc1ccc(Nc2ccc(C(=O)NCCc3ccccc3)cn2)cc1	31%	-10%	-3%	-3%	-3%	4%	11%	-7%	10%
O=C(O)c1ccccc1S(=O)(=O)CC(=O)N1CCCCC1	20%	-2%	0%	-1%	0%	-2%	14%	1%	4%
Cc1cc(=O)[nH]c(N/N=C/c2sccc2C)n1	32%	-3%	-16%	-8%	2%	-9%	1%	-15%[57.1 µM]	18%
O=C(N/N=C/c1ccc(N2CCOCC2)s1)c1ccccc1Cl	-22%	-18%[11.4 µM]	-8%	-27%	28%	0%	1%	u	47%[activator]
COc1cccc(N2CCN(C(=O)c3cc4c(=O)oc5ccc(C)cc5c4s3)CC2)c1	15%	4%	-10%	-24%	1%	-1%	29%	-12%	-1%
O=S(=O)(c1cccc(-c2nnc3n2CCCCC3)c1)N1CCOCC1	21%	13%	-2%	0%	0%	-3%	9%	6%	0%
Cc1nc2nc(C)c(CCC(=O)N3CCc4ccccc43)c(C)n2n1	10%	-9%	6%	20%	0%	-4%	3%	-7%	4%
CCn1c(=O)cc(N2CCOCC2)[nH]c1=O	32%	-8%	-8%	1%	-6%	-11%	4%[57.1 µM]	-2%	3%
CCN(CC)CCN(C(=O)c1ccc(CN2CCCCC2)o1)C(C(=O)NC1CCCCC1)c1ccc(F)cc1 (centres undefined)	32%	18%	-7%	-7%	1%	-22%	9%[57.1 µM]	-8%	-4%
Cn1nc(N)c2c(-c3ccccc3)c(C#N)c(N)nc21	33%	30%	-3%	9%	2%	0%	-14%	-12%	26%
Cc1ccc(C)c(Nc2c(F)c(F)c(F)c(F)c2C(=O)O)c1	22%	14%	4%	-15%	5%	-3%	3%[57.1 µM]	-4%	27%
CCCN(CCC)CC(O)CN(c1cc([N+](=O)[O-])ccc1OC)S(=O)(=O)c1ccccc1 (centres undefined)	21%	5%	-2%	23%	-2%	3%	-1%	-26%	6%
O=C1CCC(C(=O)N2CCCCCC2)CN1Cc1cccc(C(F)(F)F)c1 (centres undefined)	39%[activator]	12%	-4%	-14%	-6%	-9%	20%	-7%	-2%
O=C1C=C(Nc2ccc(Cl)cc2Cl)CC(c2ccco2)C1 (centres undefined)	15%	-16%	i	u	15%	-4%	2%[57.1 µM]	-7%	-5%
O=C(CC1CCCC1)N1CCN(S(=O)(=O)c2ccccc2)CC1	53%[activator]	-10%	-1%	12%	-1%	-6%	39%[activator]	-7%	-4%
Cc1snnc1C(=O)NC(=S)Nc1ccccc1	-6%	-39%	i	u	-1%	-1%	16µM*	-28%	16%
O=C(NCC(c1ccco1)N1CCCCC1)c1ccc(NS(=O)(=O)c2ccc(F)cc2)cc1 (centres undefined)	6%	-38%	-6%	-4%	7%	34%[activator]	-5%	-19%	2%
Cc1cc(Cl)ccc1OCC(=O)N(Cc1ccco1)Cc1ccccc1F	93%[activator]	3%	i	-15%	9%	3%	25%	15%	-3%

These rows are one share of the data (hit frequency here may not be typical).
